Insulin prom inh: inhibitors of insulin promoter-driven GFP, primary screen, imaging, TRM-6 cells (human fetal islet line), eGFP reporter, cell count | reporter expression induced with tamoxifen | inhibition, % at 2 µM | 130,000 tested, 0.9% active | AID 1273, 2008;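 active = inhibition above the mean plus 3 SD, with well images judged a real hit on visual review, cut at about 60% in these data, passing the limit was not always enough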
sdo1 growth: growth rescue of sdo1-depleted yeast, primary screen, S. cerevisiae, bone marrow failure model; AID 817, 2007; z-score at 10 µM; 140,000 tested, 0.21% active; S. cerevisiae sdo1-depleted JHY4D growth rescue, OD600 30 h; stronger effect = higher value; pdr5 snq2 efflux-pump mutant strain;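 active = z-score above 3 at both the 24 hr and the 30 hr optical density reads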;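 note: z-score against mean and SD of all compound wells on the same plate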
sdo1 growth Rescue 24 h: also measured in sdo1 growth; calls as there; z-score; S. cerevisiae sdo1-depleted JHY4D growth rescue, OD600; measured here: growth rescue at 24 h;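 0 is the plate mean of compound wells and units are plate SD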
An asterisk follows results filed as active; nt = not tested or not shown.

Insulin prom inh | sdo1 growth | canonical_smiles | sdo1 growth Rescue 24 h
nt | 0.74 | COC(=O)CN1C(=O)C(O)(CC(=O)c2ccc(C)cc2)c2cc(Br)ccc21 (configuration not stated) | 0.47
27 | 0.76 | N#CC1=C(N)N2C(=C(C#N)C13CCN(Cc1ccccc1)CC3)Nc1ccccc12 | 0.34
-200 | 0.54 | CCN(CC(=O)NC1CCS(=O)(=O)C1)C(=O)C(c1ccccc1)c1ccccc1 (configuration not stated) | 0.77
-52 | -0.8 | Cc1ccc(-c2cc(-c3ccc(C)o3)nc(N)c2C#N)cc1 | 0.28
-13 | -0.91 | COC(=O)c1ccc(NC(=O)c2ccccc2NS(=O)(=O)c2ccccc2)cc1 | -0.67
nt | -0.73 | Cc1ccccc1CSc1nnc(NC(=O)C2COc3ccccc3O2)s1 (configuration not stated) | -0.86
-36 | 0.46 | O=S1(=O)N=C2CCCN2C(c2ccc(F)cc2)N1 (configuration not stated) | -0.32
-31 | 1.4 | Cc1cc(O)ccc1NC1=CC(=O)CC(C)(C)C1 | 1.5
0 | 0.61 | O=C(CNC(=O)c1cccc(Br)c1)NCCc1nc2ccccc2[nH]1 | 1.2
-29 | -0.21 | COc1ccc(OC)c(/C=N/Nc2nncn2/N=C/c2cc(OC)ccc2OC)c1 | 0
-53 | nt | O=C(O)COc1ccccc1/C=C1\SC(=O)N(Cc2ccc(F)cc2)C1=O | nt
-71 | nt | CC(=O)N/C(=C\c1ccccc1)C(=O)NCc1ccc2c(c1)OCO2 | nt
-26 | 0.83 | C=CCSc1nc(C)c(CC=C)c(=O)[nH]1 | 0.99
nt | -0.45 | O=C(NC(c1ccccc1)C(Cl)Cl)c1ccccc1 (configuration not stated) | -0.94
23 | -0.02 | O=C(CNC(=O)c1ccc(F)cc1)N/N=C/c1cn[nH]c1-c1ccccc1 | -0.91

Single records (already shown). Order of values: Insulin prom inh, sdo1 growth, sdo1 growth Rescue 24 h
Shown for `Cc1cc(O)ccc1NC1=CC(=O)CC(C)(C)C1` → -31, 1.4, 1.5
Shown for `CCN(CC(=O)NC1CCS(=O)(=O)C1)C(=O)C(c1ccccc1)c1ccccc1` (configuration not stated) → -200, 0.54, 0.77
Shown for `Cc1ccccc1CSc1nnc(NC(=O)C2COc3ccccc3O2)s1` (configuration not stated) → nt, -0.73, -0.86

The listing picks up with the five entries that preceded the break.
Insulin prom inh | sdo1 growth | canonical_smiles | sdo1 growth Rescue 24 h
-53 | nt | O=C(O)COc1ccccc1/C=C1\SC(=O)N(Cc2ccc(F)cc2)C1=O | nt
-71 | nt | CC(=O)N/C(=C\c1ccccc1)C(=O)NCc1ccc2c(c1)OCO2 | nt
-26 | 0.83 | C=CCSc1nc(C)c(CC=C)c(=O)[nH]1 | 0.99
nt | -0.45 | O=C(NC(c1ccccc1)C(Cl)Cl)c1ccccc1 (configuration not stated) | -0.94
23 | -0.02 | O=C(CNC(=O)c1ccc(F)cc1)N/N=C/c1cn[nH]c1-c1ccccc1 | -0.91
nt | -0.3 | COc1ccc(OC)c(NC(=O)c2ccc3nc(-c4ccccc4)c(-c4ccccc4)nc3c2)c1 | 0.49
-25 | 1 | CCOC(=O)c1sc(NC(=O)c2c(OC)cccc2OC)nc1C | 1.5
nt | -1.2 | CCCCn1c(N2CCC(Cc3ccccc3)CC2)nc2c1c(=O)[nH]c(=O)n2C | -0.65
-74 | 0.1 | Cc1[nH]n(-c2ccccc2)c(=O)c1C=Nc1cccc2cccnc12 | 0.47
-6 | -1.4 | O=C(CSc1ccccc1Cl)N1CCC(c2nc3ccccc3s2)CC1 | -0.18
50 | -0.47 | Cn1c(SCc2ccccc2F)nnc1-c1cnccn1 | -1.1
nt | -0.65 | Cc1ccc(Nc2nnc(SCC(=O)Nc3ncc(C(F)(F)F)cc3Cl)s2)cc1 | -0.4
nt | 0.52 | O=C(NCc1cccs1)c1ccc([N+](=O)[O-])cc1Cl | 0.27
nt | -1.8 | CCN(CCNC(=O)C1CCCN(Cc2nc(-c3ccc(OC)cc3)oc2C)C1)c1ccccc1 (configuration not stated) | -0.69
-38 | -0.12 | N=c1c(C(=O)NCc2ccc(F)cc2)cc2c(=O)n3ccccc3nc2n1Cc1ccco1 | -0.6
20 | 0.06 | Cc1cccc(OCC(=O)Nc2cccc(C(=O)NCC(C)C)c2)c1 | 0.62
nt | -0.72 | CC(C)c1ccc2oc(=O)cc(CN3CCN(c4ccc(F)cc4)CC3)c2c1 | -0.38
-78 | nt | CCOC(=O)N1CCC(N(CCN(C)C)C(=S)Nc2cc(Cl)cc(Cl)c2)CC1 | nt
67 | 0.22 | CCOc1ccccc1N1C(=O)CC(Sc2ncccc2C(=O)O)C1=O (configuration not stated) | -0.19
40 | nt | Cc1nc(-c2ccccc2)sc1-c1ccnn1C | nt

Remaining list, next part
Insulin prom inh | sdo1 growth | canonical_smiles | sdo1 growth Rescue 24 h
-425 | 0.06 | CCOc1ccc(-c2cc(C(=O)O)c3ccccc3n2)c(OCC)c1 | 0.49
-43 | 0.53 | Cn1c(NC(=O)c2ccc(S(=O)(=O)N3CCOCC3)cc2)cc(=O)n(C)c1=O | 0.87
12 | 0.59 | N/C(=N\OC(=O)c1ccccc1Cl)c1cccnc1 | 1.2
-42 | 0.34 | COC(=O)c1c(NC(=O)CN2CCN(C(=O)c3ccco3)CC2)c2cc(C)ccc2n1C | 0.11
3 | -0.9 | Nc1ccc(C(=O)OCC(=O)NC2CCCc3ccccc32)cc1[N+](=O)[O-] (configuration not stated) | -0.54
-316 | -2.9 | COc1ccc(S(=O)(=O)NCC(c2cccnc2)N2CCN(c3ccc(F)cc3)CC2)cc1C (configuration not stated) | -1.6
27 | -0.18 | CC(=O)OCCOc1nc(N(C)C)nc(N(C)C)n1 | 0.02
38 | 0.16 | COC(=O)Cc1c(C)c2ccc(OCC(C)=O)c(C)c2oc1=O | -0.42
32 | 0.26 | COc1ccc(NC(=O)COC(=O)c2c(C)noc2C)c(OC)c1 | 0.29
-52 | 0.7 | CCOc1ccccc1N1CCN(c2nc(N)c(C#N)c(CC#N)c2C#N)CC1 | -0.06
37 | nt | COCCCNc1c2c(nc3nnnn13)CCCC2 | nt
28 | nt | CCCOc1ccc(C2C(C(=O)c3ccc(C)o3)=C(O)C(=O)N2CCCn2ccnc2)cc1 (configuration not stated) | nt
24 | -1 | COc1ccc(-c2cc(OC)c3c(C)oc(C)c3c(=O)c2)cc1OC | -0.19
-75 | 0.58 | CCOc1c(Cl)cnn(-c2ccc(C)cc2)c1=O | 0.03
33 | nt | O=C(COC(=O)c1cc[n+]([O-])cc1)NCCc1ccc(Cl)cc1Cl | nt

Continued.
Insulin prom inh | sdo1 growth | canonical_smiles | sdo1 growth Rescue 24 h
nt | -0.83 | COc1ccccc1NC(=O)CN1C(=O)C(C)Oc2ccccc21 (configuration not stated) | -1.2
36 | 0.8 | COc1ccc(-c2cn3cccnc3n2)cc1NC(=O)C1CC1 | 0.24
nt | -0.57 | CCOC(=O)CSc1ncc(-c2ccccc2)nn1 | -0.68
57 | 0.84 | CCCNS(=O)(=O)c1ccc(CCC(=O)N2CCN(CC)CC2)cc1 | 0.6
14 | nt | Cc1cc(C)cc(OCC(=O)Nc2ccc(CN3CCCCC3)cc2)c1 | nt
-80 | -0.16 | COc1ccccc1N1CCN(c2nc(-c3ccccc3)cc(C(F)(F)F)n2)CC1 | 0.42
nt | 0.2 | O=C(NCc1cccs1)c1cnc2ccccn2c1=O | 0.31
21 | 1.1 | O=C(O)C1C(c2ccccc2)C(C(=O)OCCCO)C1c1ccccc1 (configuration not stated) | 0.3
-37 | 1.6 | O=C(NNc1nc(-c2ccc(Cl)cc2)cs1)c1ccco1 | 1.5
-81 | -1.6 | CCCCCCOC(=O)C(C#N)c1nc2ccccc2nc1N1CCN(C)CC1 (configuration not stated) | -0.95
0 | -0.97 | COc1ccc(-c2nn3c(-c4ccco4)nnc3s2)cc1OC | -0.29
-8 | -0.04 | O=c1oc2ccc(Br)cc2cc1S(=O)(=O)c1ccc(F)cc1 | -0.08
nt | 1.3 | CS(=O)(=O)c1ccc(N)cc1 | 0.35
-1 | -0.44 | CS(=O)(=O)N(CC(=O)NCC1CCCO1)c1cc(Cl)cc(Cl)c1 (configuration not stated) | -0.99
-13 | -0.22 | COc1ccc(C(=O)N=C2CCC(C#N)=C3c4cc(OC)c(OC)cc4CCN23)cc1 | -0.83

(further entries)
Insulin prom inh | sdo1 growth | canonical_smiles | sdo1 growth Rescue 24 h
20 | -1.6 | CCCCCCCC(=O)N/N=C/c1ccc(Br)cc1 | -1.2
68 | -0.48 | O=C1CS/C(=N\C(=O)N2c3ccccc3Sc3ccccc32)N1 | -0.06
4 | nt | COCCn1c(SCC(=O)Nc2ccccc2)nc2c(oc3ccccc32)c1=O | nt
5 | 1.3 | Cc1cc(C)nc(SCCC(=O)Nc2ccccc2)n1 | 0.02
nt | -0.13 | CCC12CC3CC(C1)CC(C(=O)O)(C3)C2 | -0.02
nt | 0.06 | Cc1nc(N(C)C)c2sc(=S)n(C)c2n1 | 0.99
56 | -0.53 | c1ccc2c(-c3nc(C4CCCCC4)no3)cc(-c3ccncc3)nc2c1 | -1.1
-43 | nt | COc1ccc2c(c1)CC/C2=N\OC(=O)c1ccccc1C | nt
-11 | nt | O=C1Nc2ccccc2N(O)N1c1ccc(Cl)cc1 | nt
-25 | -1.2 | Cc1cc(C)nc(SCc2ccc(C(=O)NNC(=O)Nc3cccc(Cl)c3)cc2)n1 | -0.44
32 | 0.78 | COc1ccc(C(=O)Oc2cc(C)[nH]c(=O)c2[N+](=O)[O-])cc1 | -0.02
-21 | -0.34 | COc1ccc(-c2nc(CS(=O)(=O)CC(=O)NCCc3cc(OC)ccc3OC)c(C)o2)cc1 | -0.11
3 | -0.29 | Cc1ccc2c(c1)N(CC(=O)NCc1cccs1)C(=O)C(C)O2 (configuration not stated) | -0.78
59 | -0.93 | CCn1c(SCC(=O)c2ccc3ccccc3c2)nnc1-c1ccco1 | 0.44
-38 | 0.46 | Cc1cccc2nc(Cn3c(=O)n(CCCC(=O)NCc4ccco4)c(=O)c4ccccc43)cc(=O)n12 | -1.4

(cont.)
Insulin prom inh | sdo1 growth | canonical_smiles | sdo1 growth Rescue 24 h
3 | -0.69 | CC1CCc2sc(C(=O)NN=C3CCC(c4ccccc4)CC3)cc2C1 (configuration not stated) | -1.4
-20 | 1.4 | Cc1c(NC(=O)CSc2nnnn2C)c(=O)n(-c2ccccc2)n1C | 0.87
31 | 1 | CC(C)N1C(=O)S/C(=C/c2ccc3c(c2)n(C)c(=O)n3C)C1=O | 0.32
14 | -0.63 | Cc1cc(C)c(C#N)c(Nc2ccccc2Cl)n1 | -0.52
-347 | nt | CSc1nc2sc3c(c2c2nnnn12)CC(C)(C)OC3 | nt
-379 | 0.93 | CCOc1ccc(N/C(C)=C/C(=O)c2ccc(C)o2)cc1 | 0.8
nt | 0.3 | O=[N+]([O-])c1ccc(N2CCN(S(=O)(=O)c3ccccc3)CC2)cc1N1CCc2ccccc2C1 | 0.58
nt | -0.08 | Nc1nc2n(n1)C(c1cccc(Br)c1)CC(c1ccccc1)N2 (configuration not stated) | -0.83
19 | nt | O=C(Cc1ccc([N+](=O)[O-])cc1)Nc1ccc2c(c1)C(=O)NC2=O | nt
-107 | -1.4 | COc1ccccc1N1CCN(S(=O)(=O)c2c(C)ccc3nsnc23)CC1 | -1.4
33 | nt | CCc1nc(N=C(N)N)nc2ccccc12 | nt
-41 | nt | Cc1cc(N2CCN(C)CC2)nc2ccc(NC(=S)N3CCOCC3)cc12 | nt
-44 | 0.9 | COc1ccc(-c2ccc(C#N)c(SCC(=O)Nc3sc4c(c3C#N)CCC4)n2)cc1OC | 1.4
0 | 0.36 | CCc1ccc(N(C(=O)c2snc(C(N)=O)c2N)C(C(=O)NCCC(C)C)c2c[nH]c3ccccc23)cc1 (configuration not stated) | 0.67
nt | 0.46 | CCOc1ccc(NC(=O)NC2CCOC(C)(C)C2)cc1 (configuration not stated) | 0.89

Continued.
Insulin prom inh | sdo1 growth | canonical_smiles | sdo1 growth Rescue 24 h
36 | nt | COc1cccc(OC)c1C(=O)Nc1cccc(-c2nc3ccccc3[nH]2)c1 | nt
nt | -1.1 | COc1ccc(CCNC(=O)c2cc(-c3ccccc3OC)on2)cc1OC | -0.49
-17 | -0.54 | O=C(CSc1nc2c(c(=O)n1-c1ccc(Cl)cc1)SCC2)N1CCCC1 | -0.55
29 | 0.78 | CC(C)C(NC(=O)c1ccc(C(C)(C)C)cc1)C(=O)O (configuration not stated) | 0.17
-61 | 0.58 | Cc1nnc(SCC(=O)NC2CCCc3ccccc32)n1-c1ccccc1 (configuration not stated) | 0.53
nt | 0.74 | COC(=O)[C@@H]1C(c2c(OC)cc(OC)cc2OC)=NO[C@H]1C(=O)OC | 0.07
-27 | 0.2 | COc1ccc(CCCNC(=O)CC#N)cc1OC | 0.35
48 | nt | CN(C)N=Nc1ccc(S(=O)(=O)N2CCSC2C(=O)O)cc1 (configuration not stated) | nt
nt | 0.51 | Cc1ccc(NC(=O)CS(=O)CC(=O)Nc2ccc(N3CCOCC3)cc2)cc1Cl (configuration not stated) | 0.83
-169 | 1.7 | COc1ccc(C(=O)n2nc(-c3ccco3)nc2SC)cc1OC | 1.6
38 | -0.61 | CCCOc1ccc(C(C(=O)OCCN(CC)CC)c2ccccc2)cc1 (configuration not stated) | -0.68
3 | -0.44 | Cc1ccc2cc(C)c3nnc(SCC(=O)c4cccs4)n3c2c1C | -0.27

Reprinted at random: two compounds from above.
Insulin prom inh | sdo1 growth | canonical_smiles | sdo1 growth Rescue 24 h
12 | 0.59 | N/C(=N\OC(=O)c1ccccc1Cl)c1cccnc1 | 1.2
3 | -0.9 | Nc1ccc(C(=O)OCC(=O)NC2CCCc3ccccc32)cc1[N+](=O)[O-] (configuration not stated) | -0.54

Screening results: PubChem, several laboratories
